High-throughput results as filed in PubChem BioAssay.
NF-kB expr up – NF-kB expression increase, human neuronal cells. NF-kB reporter expression; hits give high values. fold change at 12.5 µM. AID 1239. 190,000 tested, 1.6% active; in the data active means fold change above about 3.3
STAT3 inh – reduces IL-6 driven STAT3 reporter signal. AID 862. inhibition, % at 5.5 µM. U3A cells, IL-6 STAT3-luciferase reporter, luminescence; host cell line lacks STAT1. 190,000 tested, 0.89% active;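 active means inhibition above the mean inhibition across all screened compounds plus 3 SD, cut at about 44% in these data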;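 further: 0% = DMSO only wells and 100% = 100 µM nifuroxazide control wells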
Hsp70 act – switches on Hsp70 transcription; HeLa Hsp70 promoter luciferase reporter, luminescence; scaled: vehicle 0, proteasome-inhibitor control 100%; activation, % at 10 µM; 200,000 tested, 0.04% active;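 active means activation above the mean across all tested compounds plus 3 SD, cutoff set per campaign, cut at about 5.5% in these data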;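 further: 100% = MG132 at 30 µM as the positive control and 0% = DMSO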
STAT1 act – activators of IFN-gamma induced STAT1 signaling | NIH 3T3 STAT1-luciferase reporter, luminescence; 100% = IFN-gamma alone, no compound | activation (% of control), % at 5.5 µM | 200,000 tested, 2.6% active;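 active means activation above the screen-wide mean activation plus 3 SD, cut at about 130% in these data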;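 further: raw ratio to IFN-gamma control signal so 100% means no change and 0% no light; values of inactives mirror those of a sister screen read the other way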
Redox H2O2 prof – compounds producing H2O2 with reducing agent – biochemical, NIH compound library profiling, artefact control for MLSCN library redox annotation, primary screen; DTT-dependent redox cycling H2O2, phenol red/HRP absorbance; 100% = 100 µM peroxide control, 0% = buffer; activation, % at 10 µM; 200,000 tested, 0.03% active;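 active means activation of at least 50% relative to the plate's high and low controls in the primary single-dose screen; inactive means activation below 50%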;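 further: compound incubated with DTT at 0.8 mM final as the reducing agent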
APP 5'UTR act – activates APP 5'UTR luciferase reporter | SH-SY5Y APP 5'UTR luciferase reporter, luminescence; zero percent = DMSO vehicle wells | activation, % at 2 µM | 190,000 tested, 1% active;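 active means activation above a set limit, based on mean plus 3 SD of controls, cut at about 140% in these data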; further: values of inactives mirror those of a sister screen read the other way
STAT3 activator – activators of IL-6 induced STAT3 signaling. U3A cells, IL-6 STAT3-luciferase reporter, luminescence; 100% = signal with IL-6 EC80 alone. activation (% of control), % at 5.6 µM. 190,000 tested, 0.91% active;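 active means activation above the screen-wide mean of compound activation plus 3 SD, cut at about 130% in these data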;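 further: 0% = background luminescence of wells with medium and substrate only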
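Assay system – human STAT1-deficient U3A cells with stable STAT3-luciferase reporter · Also added – IL-6 (33 ng/mL) · Schedule – compound 1 h, then IL-6 6 h at 37 °C · Technique – reporter luminescence signal · Evaluation – % activation versus median of IL-6-stimulated wells · Benchmarks – IL-6-only wells as 100% reference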
TLR4-MyD88 BLA – blocks binding of human TLR4 to MyD88 | 200,000 tested, 0.18% active | HeLa CL3-4 TLR4/MyD88 BLA complementation, FRET ratio | O00206+Q99836 | inhibition, % at 8.4 µM; in the data active means inhibition above about 25%;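 further: 0% = vehicle and 100% = reference inhibitor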
Target sequence (O00206 whole entry, looked up): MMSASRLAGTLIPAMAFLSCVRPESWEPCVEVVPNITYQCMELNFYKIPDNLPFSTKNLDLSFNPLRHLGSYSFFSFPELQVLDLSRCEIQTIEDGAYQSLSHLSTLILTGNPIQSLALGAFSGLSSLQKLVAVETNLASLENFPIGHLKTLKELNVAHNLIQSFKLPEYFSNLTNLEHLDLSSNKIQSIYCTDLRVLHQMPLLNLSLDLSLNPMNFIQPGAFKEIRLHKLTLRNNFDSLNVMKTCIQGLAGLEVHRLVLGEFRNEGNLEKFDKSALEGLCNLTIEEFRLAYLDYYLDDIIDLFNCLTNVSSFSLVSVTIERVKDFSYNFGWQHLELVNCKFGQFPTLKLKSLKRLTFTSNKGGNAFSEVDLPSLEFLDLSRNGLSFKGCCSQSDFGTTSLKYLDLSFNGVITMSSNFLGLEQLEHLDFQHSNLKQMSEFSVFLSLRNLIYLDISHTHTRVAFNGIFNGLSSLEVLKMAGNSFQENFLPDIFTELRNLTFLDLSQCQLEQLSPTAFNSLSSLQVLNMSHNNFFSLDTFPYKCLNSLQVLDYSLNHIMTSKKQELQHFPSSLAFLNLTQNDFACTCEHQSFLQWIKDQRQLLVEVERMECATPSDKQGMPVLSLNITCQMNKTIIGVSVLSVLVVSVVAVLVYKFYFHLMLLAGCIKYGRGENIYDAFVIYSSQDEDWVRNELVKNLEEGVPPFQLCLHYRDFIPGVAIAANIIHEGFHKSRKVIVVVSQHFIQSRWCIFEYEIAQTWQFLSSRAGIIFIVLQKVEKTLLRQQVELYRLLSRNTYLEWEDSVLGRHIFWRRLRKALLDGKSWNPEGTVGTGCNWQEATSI
Target sequence (Q99836 whole entry, looked up): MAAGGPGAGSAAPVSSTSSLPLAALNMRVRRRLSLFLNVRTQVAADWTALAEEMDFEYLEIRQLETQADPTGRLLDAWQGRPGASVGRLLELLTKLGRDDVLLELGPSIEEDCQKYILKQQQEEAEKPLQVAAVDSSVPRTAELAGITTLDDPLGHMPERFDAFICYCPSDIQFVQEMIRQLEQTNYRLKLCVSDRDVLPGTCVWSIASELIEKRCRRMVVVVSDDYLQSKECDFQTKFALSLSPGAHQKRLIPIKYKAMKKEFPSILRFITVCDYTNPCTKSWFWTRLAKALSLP
HMGR II inh – inhibitors of class II HMG-CoA reductase from Enterococcus faecalis. purified E. faecalis HMGR, NADPH absorbance 340 nm kinetic. inhibition, % at 10 µM. 190,000 tested, 0.41% active. AID 1066;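 active means inhibition above a set limit, the median over all tested compounds plus 3 SD, cut at about 9.5% in these data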;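 further: enzyme runs in reverse so mevalonate oxidation gives rising NADPH absorbance; 0% = complete reaction with DMSO and 100% = background rate lacking mevalonate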
STAT1 inh – inhibitors of IFN-gamma induced STAT1 signaling. NIH 3T3 STAT1-luciferase reporter, luminescence. inhibition, % at 5.5 µM. 200,000 tested, 0.35% active. AID 920;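 active means inhibition above a set limit, the mean inhibition across all tested compounds plus 3 SD, cut at about 34% in these data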;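 further: 0% = IFN-gamma with DMSO and 100% = IFN-gamma with 300 µM nifuroxazide; values of inactives mirror those of a sister screen read the other way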
Numbers without * were called inactive; nt = not tested or not shown.

| mol | STAT3 activator | Redox H2O2 prof | STAT1 act | NF-kB expr up | Hsp70 act | APP 5'UTR act | STAT1 inh | HMGR II inh | TLR4-MyD88 BLA | STAT3 inh |
| --- | --- | --- | --- | --- | --- | --- | --- | --- | --- | --- |
| Cc1nc(S/C(=C/c2ccc(-c3cccc(Cl)c3)o2)C(=O)O)n[nH]1 | 111 | 1.8 | 101 | 1.2 | -0.1 | 0 | -2 | 0 | 3 | -2 |
| O=c1c(Cl)c(NCc2ccccc2)cnn1C12CC3CC(CC(C3)C1)C2 | 103 | 0.2 | 118 | 0.77 | -0.3 | 14 | -20 | -7 | 13 | -1 |
| CCOc1ccc(OCC)c(-c2c(=O)n(OCc3ccc(Cl)cc3)c3ccccc3[n+]2[O-])c1 | 82 | 1.2 | 99 | 0.86 | 0.0 | -2 | 1 | -4 | 6 | 32 |
| COCc1cc(C)n(CC(=O)Nc2ccc(Cl)cc2Cl)c(=O)c1C#N | 96 | 1.0 | 98 | 1.1 | -0.2 | 16 | 2 | -5 | -18 | 5 |
| CN1CCC/C1=C1/C(=O)N(c2ccccc2)N=C1NC(=O)Nc1cccc(Cl)c1 | 88 | 0.3 | 112 | 1 | -0.1 | 5 | -14 | -1 | -5 | 21 |
| CC1=C(C)[N+](=O)C2(O)CCCCC2(C)N1[O-] (configuration not stated) | 106 | 1.5 | 103 | 1.4 | -0.2 | 3 | -4 | -4 | -4 | -2 |
| Cc1[nH]c2ccccc2c1C(=O)COC(=O)c1c(-c2ccccc2Cl)noc1C | 97 | -0.6 | 94 | 0.78 | -0.5 | -5 | 6 | -1 | 1 | 4 |
| CCCNC(=S)Nc1ccc(Oc2ccccc2)cc1 | 109 | 0.1 | 99 | 1.4 | -0.3 | 6 | 1 | -6 | 2 | -11 |
| CCCNS(=O)(=O)c1ccc(CCC(=O)NCc2cccnc2)cc1 | 105 | 0.0 | 101 | 1.1 | -0.5 | 4 | -1 | 3 | 6 | -2 |
| O=c1[nH]ncn1-c1ccccc1 | 98 | -1.0 | 102 | 1.2 | -0.2 | -4 | -5 | -1 | -21 | 7 |
| Cc1ccc(NC(=O)N2CCCC2C(=O)NCCc2ccccc2)cc1 (configuration not stated) | 105 | 0.3 | 108 | 0.97 | -0.4 | 3 | -8 | 0 | -10 | -3 |
| COc1cccc(N=Cc2c(O)n(-c3cccc(C)n3)c(=O)c3ccccc23)c1 | 89 | 0.0 | 106 | 0.28 | 0.7 | -25 | -6 | 1 | 4 | 18 |
| COc1cccc(CC2(CO)CCCN(Cc3ccc(C)s3)C2)c1 (configuration not stated) | 111 | -0.7 | 100 | 1.2 | -0.1 | 11 | 0 | 5 | 5 | 0 |
| O=C(CN1CCCCC1)N=Nc1c(O)[nH]c2ccccc12 | 95 | -1.4 | 104 | nt | -0.2 | 2 | -6 | -1 | -21 | 11 |
| CCOC(=O)c1c(NC(=O)CSc2c[nH]c3ccccc23)sc2c1CCC2 | 107 | 4.6 | 97 | 4* | -0.3 | -14 | 3 | 8 | 6 | -8 |
| Cc1cc(C)cc(Nc2c(F)c(F)c(F)c(F)c2C(=O)O)c1 | 105 | 0.0 | 107 | 1.2 | 0.0 | 17 | -5 | 9.6* | 7 | 0 |
| O=C(/C=C\c1ccco1)Nc1nc(-c2ccccc2)cs1 | 106 | -0.2 | 112 | 1.9 | -0.1 | nt | -14 | -2 | 13 | -6 |
| CCCCCCCC(=O)NNC(=O)c1ccc([N+](=O)[O-])cc1 | 105 | -3.9 | 102 | 1.1 | -0.3 | 25 | -2 | 0 | 10 | 5 |
| COc1ccc(-c2csc(NC(=O)c3ccoc3C)n2)cc1 | 98 | 0.1 | 133* | 1.8 | -0.2 | 47 | -39 | 3 | 5 | 7 |
| O=C(CCN1CCN(c2ccccc2F)CC1)Nc1ccc2c(c1)OCO2 | 95 | -0.4 | 103 | 1.4 | -0.5 | -7 | -5 | 1 | 2 | 10 |
| O=C1CC(SCc2nc3ccccc3[nH]2)C(=O)N1c1cccc(Cl)c1 (configuration not stated) | 103 | 0.2 | 96 | 1.1 | 0.2 | -14 | 5 | 1 | 0 | 1 |
| CCC(C)NC(=O)C1CCN(S(=O)(=O)N2CCCC2)CC1 (configuration not stated) | 102 | -1.7 | 108 | 1.2 | 0.1 | -28 | -7 | 1 | 12 | 2 |
| CCCCOCCCNS(=O)(=O)Cc1ccccc1 | 94 | 0.1 | 87 | 0.91 | -0.3 | 13 | 14 | 3 | 4 | 11 |
| CC(NCc1ccc(-c2ccccc2)cc1)C(O)c1ccccc1 (configuration not stated) | 101 | 0.0 | 103 | 0.84 | 0.2 | -4 | -3 | -5 | 13 | -3 |
| c1ccc(Cc2noc(CN3CCN(C4CCc5ccccc5C4)CC3)n2)cc1 (configuration not stated) | 99 | -1.8 | 98 | 0.89 | 0.7 | 14 | 1 | -3 | 1 | 5 |
| COC(=O)COc1cccc(NC(=O)c2ccc(Cl)cc2)c1 | 94 | 0.1 | 87 | 1.3 | 0.0 | 5 | 11 | 1 | -4 | 11 |
| COC(=O)c1ccc(CO/N=C/c2ccc(OC)cc2)o1 | 108 | 1.6 | 121 | 4.6* | -0.4 | 11 | -23 | 0 | 17 | -8 |
| O=Cc1ccc(Oc2ncccn2)cc1 | 97 | -0.8 | 104 | 0.99 | -0.1 | 13 | -6 | -3 | 6 | 10 |
| Oc1nc(Nc2ccc(Cl)cc2Cl)sc1/C=C1\C=Nc2ccccc21 | 108 | 0.4 | 89 | 1.1 | -0.4 | -10 | 12 | -2 | 5 | -9 |
| CCn1cc(CN2CCN(Cc3cccc(OC)c3)C(CCO)C2)c(C)n1 (configuration not stated) | 109 | 0.3 | 102 | 1.1 | 0.3 | 10 | -2 | -3 | 6 | -4 |
| CCOC(=O)C1=C(C)NC(C)=C(C(=O)OCC)C1C | 97 | 0.1 | 93 | 1.2 | -0.2 | 4 | 7 | 6 | -12 | 7 |
| COC(=O)C1C2CCC(C2)C1C(=O)OCC(=O)c1ccccc1 (configuration not stated) | 101 | -7.3 | 98 | 1.3 | -0.3 | 17 | 2 | -1 | 4 | 6 |
| CC/C(=N\NC(=O)COc1ccc(Br)cc1)c1ccc(OC)c(OC)c1 | 101 | -1.9 | 88 | 1 | -0.4 | 22 | 12 | -7 | -2 | 6 |
| O=C(/C=C/c1cccc([N+](=O)[O-])c1)NCCSCc1ccc(Cl)cc1Cl | 101 | 0.6 | 96 | 1.1 | 0.1 | -7 | 5 | -1 | -4 | 3 |
| Cc1cccc(C(=O)n2cnnc2N)c1 | 97 | -0.2 | 99 | 0.98 | 0.0 | -5 | 0 | -2 | -1 | 8 |
| Cc1ccc(-c2noc(CSc3nnnn3-c3ccccc3)n2)cc1 | 101 | -0.6 | 106 | 1.1 | -0.3 | 7 | -7 | 0 | 5 | 2 |
| O=C(OCc1cccc([N+](=O)[O-])c1)c1ccncc1 | 99 | 0.1 | 100 | 0.94 | -0.1 | 6 | 1 | -1 | -1 | 3 |
| CN(C)c1ccc(/C=N/NC(=O)CCc2c[nH]c3ccccc23)cc1 | 95 | 0.0 | 110 | 1.2 | -0.2 | -12 | -8 | -2 | -22 | 11 |
| CCC(=O)NC1(C(F)(F)F)C(=O)Nc2c1c(=O)n(C)c(=O)n2C (configuration not stated) | 91 | -1.4 | 96 | 1 | -0.4 | 5 | 5 | -1 | 2 | 17 |
| O=C(Cn1ncc2c(=O)oc3ccccc3c21)Nc1nc2ccccc2s1 | 108 | -0.2 | 101 | 1.4 | 0.1 | -16 | -1 | -2 | -2 | -6 |
| CC(C)(C)c1ccc(OCC(=O)NNC(=O)Cc2cccs2)cc1 | 115 | -4.2 | 99 | 1.4 | 0.0 | 7 | 2 | 0 | -1 | -9 |
| Cc1cc(C)c(S(=O)(=O)NCc2cn3c(C)csc3n2)cc1C | 104 | 2.0 | 88 | 1.1 | -0.2 | -9 | 13 | -2 | -8 | 0 |
| CCC(C)C(=O)Nc1ccc(OC)cc1OC (configuration not stated) | 101 | 0.0 | 98 | 0.97 | -0.5 | -4 | 2 | -1 | -12 | -3 |
| CCc1ccc(NS(=O)(=O)c2cccs2)cc1 | 100 | -3.2 | 104 | 1.1 | -0.3 | 23 | -4 | -3 | -2 | 4 |
| CC(=O)Oc1cccc2c1C(=O)c1c(OC(C)=O)cc(C(=O)O)cc1C2=O | 80 | 4.2 | 97 | 1 | -0.2 | 7 | 4 | -1 | 0 | 25 |
| Cc1ccc(-n2ncc3c(=O)n(CC#N)cnc32)cc1 | 117 | 1.2 | 102 | 1.3 | -0.6 | 0 | -2 | -6 | 10 | -14 |
| CCN1CCCC1CNC(=O)c1cn(C)c2ccc(S(=O)(=O)N3CCCCCC3)cc2c1=O (configuration not stated) | 97 | -4.2 | 93 | 0.75 | -0.1 | 16 | 7 | 2 | -19 | 11 |
| O=C(c1cnn2ccccc12)N(Cc1ccco1)C1CCCC1 | 97 | -0.7 | 98 | 0.93 | -0.2 | 6 | 2 | -8 | -2 | 12 |
| N#Cc1cccc(-c2cn(S(=O)(=O)c3ccc(Cl)cc3)nc2N)c1 | 93 | 1.0 | 96 | 1.1 | -0.4 | -9 | 5 | -1 | -6 | 14 |
| O=C(CSc1cnc2ccccc2n1)NC1CCCC1 | 100 | 0.3 | 93 | 1.1 | -0.2 | 15 | 8 | -4 | 3 | 6 |
| Cc1ccc(-c2nnc(CSc3nc(C(C)C)nc4sc(C)c(C)c34)o2)cc1 | 100 | 2.1 | 102 | 1.1 | -0.3 | 2 | -1 | 3 | -5 | 1 |
| COC(=O)Nc1ccc(S(=O)(=O)N2CCCC(C(=O)Nc3cccnc3)C2)cc1 (configuration not stated) | 91 | 0.1 | 102 | 1.3 | -0.5 | -4 | -2 | -2 | -1 | 17 |

Single records, as listed above. Order of screens: STAT3 activator, Redox H2O2 prof, STAT1 act, NF-kB expr up, Hsp70 act, APP 5'UTR act, STAT1 inh, HMGR II inh, TLR4-MyD88 BLA, STAT3 inh
`CCOC(=O)C1=C(C)NC(C)=C(C(=O)OCC)C1C` is listed with 97, 0.1, 93, 1.2, -0.2, 4, 7, 6, -12, 7
`O=C(Cn1ncc2c(=O)oc3ccccc3c21)Nc1nc2ccccc2s1` is listed with 108, -0.2, 101, 1.4, 0.1, -16, -1, -2, -2, -6
`COC(=O)COc1cccc(NC(=O)c2ccc(Cl)cc2)c1` is listed with 94, 0.1, 87, 1.3, 0.0, 5, 11, 1, -4, 11
`COC(=O)C1C2CCC(C2)C1C(=O)OCC(=O)c1ccccc1` (configuration not stated) is listed with 101, -7.3, 98, 1.3, -0.3, 17, 2, -1, 4, 6
`CCC(=O)NC1(C(F)(F)F)C(=O)Nc2c1c(=O)n(C)c(=O)n2C` (configuration not stated) is listed with 91, -1.4, 96, 1, -0.4, 5, 5, -1, 2, 17
